PfGluPho inh: PfG6PD (Plasmodium falciparum) enzyme inhibition; PfGluPho enzyme, NADPH resazurin-diaphorase fluorescence; inhibition, % at 20 µM; hit rate 0.78% among 350,000;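 active means inhibition reaching at least a set limit at 20 µM in the primary screen, cut at about 59% in these data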;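 further: 0% = DMSO wells with substrate and 100% = DMSO wells lacking glucose-6-phosphate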
* = called active by the depositor. A portion of the library, so the mix of outcomes need not match the whole.

SMILES	PfGluPho inh
CN1OC[C@@H]2CN[C@H](c3cccc(Oc4ccccc4)c3)C[C@@H]21	12.1
Cc1ccccc1C1(O)c2ccccc2-c2ccccc21	38.3
C[C@@H]1CN([C@@H](C)CO)C(=O)CCCn2nncc2CO[C@H]1CN(C)S(=O)(=O)c1cn(C)cn1	-17.1
CC(C)(C)c1ccc(C(=O)OCC(=O)Nc2cccc(S(=O)(=O)NC3=NCCC3)c2)cc1	10.3
COc1cc(-c2nnc(COC(=O)c3ccc([N+](=O)[O-])o3)o2)cc(OC)c1OC	29.1
COc1ccccc1-c1ccc2c(c1)O[C@@H](CN(C)C(=O)Nc1cccc(F)c1)[C@H](C)CN([C@H](C)CO)S2(=O)=O	3.1
C[C@@H]1CN([C@H](C)CO)C(=O)c2cc(-c3ccc(C#N)cc3)cnc2O[C@H]1CN(C)C(=O)c1ccccc1	30.6
O=C(CN1CCN(S(=O)(=O)c2ccc3c(c2)OCCCO3)CC1)N1CCc2ccccc21	-19.1
Cc1c(C(=O)Nc2nccs2)oc2ccccc12	17.5
C[C@H](NC(=O)c1[nH]cnc1C(=O)N[C@@H](C)CO)c1ccccc1	-6.6
COc1c(Cl)cc(C(=O)Nc2cccnc2)cc1Cl	-11.8
C[C@H](CO)N1C[C@H](C)[C@@H](CN(C)C(=O)Nc2ccccc2)Oc2cc(Br)ccc2S1(=O)=O	2.7
O=S(=O)(O)Sc1ccccc1	14.4
CC1C(=O)N(Cc2cn(CCC3OCCO3)nn2)CCS(=O)(=O)N1Cc1ccc(-c2ccncc2)cc1 (stereo not given)	-13.5
Nc1ccn([C@@H]2O[C@H](CNCc3ccc(C#CCCO)cc3)[C@@H](O)[C@H]2O)c(=O)n1	-6.2
CC(=O)Nc1ccc(CC(=O)Nc2ccc3c(c2)OC2(CCCC2)O3)cc1	6.3
CC1(C)CC(=O)C=C(c2ccccc2-c2ccc3cc[nH]c3c2)C1=O	25.9
Cc1cn([C@H]2C[C@H](O)[C@@H](CNCc3ccc(CN(C)S(C)(=O)=O)o3)O2)c(=O)[nH]c1=O	7.9
CNC(=O)C[C@H]1C(=O)N(c2ccc(OC)cc2)C[C@@H]1Cc1ccccc1	-2.4
COC(=O)C[C@H]1C[C@H]2c3cc(NC(=O)C4CCOCC4)ccc3O[C@H]2[C@@H](CO)O1	-8.7
Cc1ccc(C(=O)N[C@H](C(=O)N2CCN(c3ncccn3)CC2)C(C)C)cc1	4.1
FC(F)(F)c1cnc(NNC(=S)Nc2ccccc2)c(Cl)c1	19.3
COc1ccc([C@H]2C[C@@H](O)[C@H](n3cc(COC(=O)c4ccccc4)nn3)CN2C(=O)c2cccs2)cc1	0.8
C[C@H]1CN([C@@H](C)CO)C(=O)CCCn2nncc2CO[C@H]1CN(C)C(=O)c1cc(-c2ccccc2)on1	1.6
Cc1ccc(NC(=O)COC(=O)CN2CCSC2=O)cc1F	13.2

Carrying on:
SMILES	PfGluPho inh
C[C@H](CO)N1C[C@H](C)[C@H](CN(C)S(=O)(=O)c2cccc(C#N)c2)OCc2cnnn2CCCC1=O	-10.9
CC(=O)Nc1nnc([N+](=O)[O-])s1	38.6
C[C@H]1CN([C@@H](C)CO)C(=O)CCCn2cc(nn2)CO[C@@H]1CN(C)C(=O)CCC(F)(F)F	-8.1
O=C(Oc1ccc(-c2nnco2)cc1)c1cc(S(=O)(=O)N2CCOCC2)ccc1F	-4.8
O=C(c1cccnc1)N1CCC2CC1c1c(Cl)cccc12 (stereo not given)	8.0
OCC[C@@H]1C[C@H](O)[C@@H](O)[C@@]2(OCc3cc(Cl)ccc32)O1	13.8
Nc1ccn([C@@H]2O[C@H](CNCc3ccc(OCC(=O)Nc4nccs4)cc3)[C@@H](O)[C@H]2O)c(=O)n1	-13.8
COc1cc(CC(=O)N2CCN(S(=O)(=O)c3ccc(C(C)C)cc3)CC2)cc(OC)c1OC	-0.2
C[C@H](CO)N1C[C@H](C)[C@@H](CN(C)C(=O)c2ccc3ccn(C)c3c2)OCc2cn(nn2)CCCC1=O	-12.7
COc1ccc(CCC(=O)Nc2ccc(S(=O)(=O)NC3=NCCCCC3)cc2)cc1	1.5
CN(CC(=O)Nc1ccc(Cl)cc1)C(=O)CN1C(=O)C2CCCCC2C1=O (stereo not given)	-8.7
O=C(Nc1cccc2c1[nH]c(=O)c1ccccc12)C(F)(F)F	9.0
COc1cc(NC(=O)CCc2c(C)noc2C)c(C(=O)O)cc1OC	8.1
CCOC(=O)c1ccc(NC(=O)c2ncn3c2C(=O)NC[C@H]3C)cc1	7.9
COCCn1c(SCC(=O)Nc2cc(C)on2)nc2c([nH]c3ccccc32)c1=O	1.0
CN(CC(=O)C(C(N)=O)c1ccccc1)c1ccccc1 (stereo not given)	-12.4
CN[C@H]1C[C@H]2c3[nH]c4ccc(-c5cccc(C)c5)cc4c3CCN2C[C@H]1[C@H](C)O	24.9
CC(=O)c1ccc(NS(=O)(=O)c2cccc3cccnc23)cc1	-14.6
C[C@@H]1CN([C@@H](C)CO)C(=O)CCCn2nncc2CO[C@H]1CN(C)C(=O)Nc1ccc(F)cc1	-5.0
O=C1C=CC(n2cc(F)c(=O)[nH]c2=O)O1 (stereo not given)	0.6
N#CCCN(Cc1cccnc1)CN1C(=O)c2ccccc2C1=O	-11.5
O=C(COC(=O)Cc1ccc(Cl)cc1Cl)NCc1ccccc1	5.5
COc1ccc(S(=O)(=O)NC(C)c2ccc3c(c2)OCCO3)cc1 (stereo not given)	2.2
CCCNC(=O)C1CC(=O)N(c2ccc(OCc3ccccc3)cc2)C1 (stereo not given)	15.9
CC(C)OC(=O)N(C)C[C@H]1OCc2cn(nn2)CCCC(=O)N([C@H](C)CO)C[C@@H]1C	1.4

(next part)
SMILES	PfGluPho inh
COc1ccc([C@H]2C[C@H](n3cc(COC(=O)c4ccccc4)nn3)[C@@H](O)CN2C(=O)C2CCCCC2)cc1	-2.9
Cc1ccc(-c2nc(NCCCN(C)C)c3ccccc3n2)cc1	-0.2
COC(=O)c1ccc(-c2nc(CN3CCN(C(=O)c4ccco4)CC3)c(C)o2)cc1	-2.7
O=C(COC(=O)c1ccc(OC(F)F)cc1)NCC1CCCO1 (stereo not given)	3.0
CCCCCCn1c(=O)n2n(c1=O)[C@@H]1CN(S(=O)(=O)c3ccc(C)cc3)C[C@]1(O)[C@@H](OC(=O)NCc1ccc(OC)c(OC)c1)C2	58.1
O=C(Nc1ccn(CCCNCCc2ccccn2)c(=O)n1)OCc1ccccc1	2.8
O=C(CCCn1c(=S)[nH]c2ccsc2c1=O)Nc1ccc(F)cc1	27.3
COc1ccc(CN2CCC[C@]3(N[C@H](c4ccc(C(F)(F)F)cc4)[C@@H]4C(=O)N(C)C(=O)[C@@H]43)C2=O)cc1	-2.5
NC(=O)N1CCN(CCCN2c3ccccc3Sc3cc(Cl)ccc32)CC1	9.8
CC(=O)N1CCc2cc(S(=O)(=O)C(C)CC(=O)NCc3ccco3)ccc21 (stereo not given)	8.1
C[C@@H]1CN([C@@H](C)CO)C(=O)CCCn2nncc2CO[C@@H]1CN(C)C(=O)c1ccc(N2CCN(C)CC2)cc1	-3.8
Cc1nc(SCC(=O)N2CCNC2=O)c(C#N)c(C)c1C	20.4
Cc1cc(Nc2ccc(F)cc2)c2ccccc2n1	-10.7
C[C@H]1CN([C@@H](C)CO)S(=O)(=O)c2ccc(C#CC3(O)CCCC3)cc2O[C@@H]1CN(C)C(=O)Cc1cccnc1	-8.7
COc1ccc(-c2cc3nc(C)cc(N4CCN(C(=O)c5cccnc5)CC4)n3n2)cc1	1.7
C=CCN(CC=C)C(=O)C1c2ccccc2Oc2ccccc21	-4.3
Cc1oc(-c2ccccc2)nc1C(=O)OCC(=O)NCc1ccc(F)cc1	-17.9
Cc1cc(C)c(C(=O)Nc2ccc3c(c2)OCCO3)c(C)c1	-9.3
Cc1ccn2c(=S)[nH]nc2c1	22.5
CC(C)N1CCN(c2ccncc2S(=O)(=O)N2CCN(C)CC2)CC1	-7.4
C[C@@H]1Cn2cnc(C(=O)Nc3ccccc3)c2C(=O)N1	-7.5
COc1ccc(-c2ccc3c(c2)O[C@H](CN(C)C(=O)Nc2ccccc2F)[C@@H](C)CN([C@H](C)CO)S3(=O)=O)cc1	14.2
C[C@@H]1CN([C@H](C)CO)C(=O)CCCn2cc(nn2)CO[C@H]1CN(C)C(=O)c1cc(-c2ccccc2)on1	-3.9
COc1ccc(S(=O)(=O)N2CCN(C(=O)c3ccccc3Cc3ccccc3)CC2)cc1OC	12.5
CCC(=O)N(C)C[C@@H]1Oc2ncc(Br)cc2C(=O)N([C@@H](C)CO)C[C@H]1C	3.7

24 structures already listed, arranged by molar mass, rising:
SMILES	PfGluPho inh
Cc1ccn2c(=S)[nH]nc2c1	22.5
Cc1cc(Nc2ccc(F)cc2)c2ccccc2n1	-10.7
C[C@@H]1Cn2cnc(C(=O)Nc3ccccc3)c2C(=O)N1	-7.5
Cc1cc(C)c(C(=O)Nc2ccc3c(c2)OCCO3)c(C)c1	-9.3
C=CCN(CC=C)C(=O)C1c2ccccc2Oc2ccccc21	-4.3
Cc1ccc(-c2nc(NCCCN(C)C)c3ccccc3n2)cc1	-0.2
O=C(COC(=O)c1ccc(OC(F)F)cc1)NCC1CCCO1 (stereo not given)	3.0
CCCNC(=O)C1CC(=O)N(c2ccc(OCc3ccccc3)cc2)C1 (stereo not given)	15.9
O=C(CCCn1c(=S)[nH]c2ccsc2c1=O)Nc1ccc(F)cc1	27.3
Cc1oc(-c2ccccc2)nc1C(=O)OCC(=O)NCc1ccc(F)cc1	-17.9
CC(=O)N1CCc2cc(S(=O)(=O)C(C)CC(=O)NCc3ccco3)ccc21 (stereo not given)	8.1
NC(=O)N1CCN(CCCN2c3ccccc3Sc3cc(Cl)ccc32)CC1	9.8
O=C(Nc1ccn(CCCNCCc2ccccn2)c(=O)n1)OCc1ccccc1	2.8
COC(=O)c1ccc(-c2nc(CN3CCN(C(=O)c4ccco4)CC3)c(C)o2)cc1	-2.7
CC(C)OC(=O)N(C)C[C@H]1OCc2cn(nn2)CCCC(=O)N([C@H](C)CO)C[C@@H]1C	1.4
COc1ccc(-c2cc3nc(C)cc(N4CCN(C(=O)c5cccnc5)CC4)n3n2)cc1	1.7
COc1ccc(S(=O)(=O)N2CCN(C(=O)c3ccccc3Cc3ccccc3)CC2)cc1OC	12.5
COc1ccc(CN2CCC[C@]3(N[C@H](c4ccc(C(F)(F)F)cc4)[C@@H]4C(=O)N(C)C(=O)[C@@H]43)C2=O)cc1	-2.5
C[C@@H]1CN([C@H](C)CO)C(=O)CCCn2cc(nn2)CO[C@H]1CN(C)C(=O)c1cc(-c2ccccc2)on1	-3.9
COc1ccc([C@H]2C[C@H](n3cc(COC(=O)c4ccccc4)nn3)[C@@H](O)CN2C(=O)C2CCCCC2)cc1	-2.9
C[C@@H]1CN([C@@H](C)CO)C(=O)CCCn2nncc2CO[C@@H]1CN(C)C(=O)c1ccc(N2CCN(C)CC2)cc1	-3.8
C[C@H]1CN([C@@H](C)CO)S(=O)(=O)c2ccc(C#CC3(O)CCCC3)cc2O[C@@H]1CN(C)C(=O)Cc1cccnc1	-8.7
COc1ccc(-c2ccc3c(c2)O[C@H](CN(C)C(=O)Nc2ccccc2F)[C@@H](C)CN([C@H](C)CO)S3(=O)=O)cc1	14.2
CCCCCCn1c(=O)n2n(c1=O)[C@@H]1CN(S(=O)(=O)c3ccc(C)cc3)C[C@]1(O)[C@@H](OC(=O)NCc1ccc(OC)c(OC)c1)C2	58.1

Other compounds.
SMILES	PfGluPho inh
CCOc1ccc(NS(=O)(=O)c2ccc(C(=O)NCC(c3ccco3)N3CCCCC3)cc2)cc1 (stereo not given)	-8.5
CCNC(=O)N1C[C@H]2CON(C)[C@H]2C[C@H]1c1ccccc1Br	14.3
CC(C)NC(=O)Nc1ccc2c(c1)C(=O)N([C@H](C)CO)C[C@H](C)[C@@H](CN(C)Cc1ccc(C(F)(F)F)cc1)OCCCC[C@@H](C)O2	2.2
Cc1ccsc1C(=O)OCC(=O)Nc1cccc(S(=O)(=O)N2CCCCC2)c1	14.2
C[C@@H]1CN([C@H](C)CO)C(=O)CCCn2cc(nn2)CO[C@H]1CN(C)S(=O)(=O)c1cccc(F)c1	-0.8
COc1ccc(NC(=O)c2nc[nH]c2C(=O)N(C)CCO)cc1	-3.3
CCCN1CCN(C(=O)c2ccc(S(=O)(=O)N(C)c3ccccc3OC)cc2)CC1	-15.3
C#CCN(C[C@@H]1[C@@H](OC(=O)NCc2ccccc2)[C@@H](OC(=O)NCc2ccccc2)CN(C(=O)OC(C)C)N1C(=O)OC(C)C)S(=O)(=O)c1ccc(C)cc1	19.6
C[C@@H]1CN([C@@H](C)CO)S(=O)(=O)c2ccc(Br)cc2O[C@H]1CN(C)C(=O)CN(C)C	0.6
CCOC(=O)N1CCN(S(=O)(=O)N2CCCC(C(=O)NCc3cc(OC)ccc3OC)C2)CC1 (stereo not given)	-0.1
COc1ccc(C#Cc2ccc3c(c2)O[C@H](CN(C)C(C)=O)[C@H](C)CN([C@@H](C)CO)S3(=O)=O)cc1	15.7

From PubChem
